# PI5P4K alpha inh – PI5P4K alpha (human) kinase inhibition | P48426 | PI5P4Kalpha enzyme, ADP-Glo luminescence, 60 min; hits give low values | max response, % | 330,000 tested, 1.2% active | AID 652105; active means max response of -50% or lower; inconclusive means between -30% and -50%; inactive means -30% or higher; further: value at the top dose of about 77 µM; on the % scale 0 is the no-effect control and ±100 the full control effect
# Target sequence (P48426 whole entry, looked up): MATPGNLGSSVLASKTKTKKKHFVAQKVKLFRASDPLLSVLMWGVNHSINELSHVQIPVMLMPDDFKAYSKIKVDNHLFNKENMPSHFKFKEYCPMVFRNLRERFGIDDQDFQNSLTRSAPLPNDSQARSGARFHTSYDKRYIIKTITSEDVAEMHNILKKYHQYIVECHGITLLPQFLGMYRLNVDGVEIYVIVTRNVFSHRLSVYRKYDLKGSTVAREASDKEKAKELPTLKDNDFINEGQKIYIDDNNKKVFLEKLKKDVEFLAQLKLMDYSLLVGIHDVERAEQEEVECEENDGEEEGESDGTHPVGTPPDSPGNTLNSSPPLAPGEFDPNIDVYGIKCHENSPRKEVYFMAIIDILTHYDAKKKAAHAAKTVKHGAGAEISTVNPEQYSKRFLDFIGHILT
#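 Compounds were pin-transferred onto PI5P4Kalpha and substrate in HEPES pH 7.4 buffer with EGTA, CHAPS and 5% DMSO. ATP (5 microM final) started the reaction, which ran 60 minutes at room temperature before ADP-Glo detection.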
# HEK293 tox – cytotoxicity counter-screen for GLP-1 receptor inverse agonists; Potency, µM (highest dose often 38.3 µM), for inactives: at the highest dose activity change, negative = inhibition, hits mostly inhibitors; HEK293 cAMP-luciferase reporter cells, luminescence, 24 h; AID 624418; 410,000 tested, 0.13% active;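 further: loss of luciferase light is scored as toxicity; potency means the concentration at half of the fitted maximal effect; on the % scale 0 is the no-effect control and ±100 the full control effect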
#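 A 23 nL compound transfer followed 12 hours of cell culture at 37 deg C; exposure then lasted 24 hr. Luciferase assay detection reagent was dispensed and plates read for luminescence after a 12 min room-temperature wait.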
# DRD3 antagonist – antagonists of human D3 dopamine receptor | max response, negative = inhibition, % | 360,000 tested, 2.5% active | D3R cells, DiscoveRx beta-arrestin luminescence, antagonist mode; hits give low values; in the data active means max response below about -50%; inconclusive means no clear call, values can overlap the other calls; further: on the % scale 0 is the no-effect control and ±100 the full control effect; mostly tested at two doses, the higher about 12 µM
#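 Cells plated overnight at 1500 cells/well, then exposed to library compounds with dopamine controls for 90 minutes at 37 degrees C. DiscoveRx reagent added for 30–60 minutes at room temperature; luminescence read, quantitative HTS format.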
# GLP1R inv ag – GLP-1 receptor (human) inverse agonism; 410,000 tested, 1.6% active; AID 624417; HEK293 GLP-1R CRE-luciferase, luminescence, 24 h; GLP-1R form is constitutively active; Potency, µM (doses to about 38.3 µM), for inactives: at the top dose activity change, negative = inhibition, usual class: inhibitors; further: potency means the concentration at half of the fitted maximal effect; on the % scale 0 is the no-effect control and ±100 the full control effect; nearly all actives have a fitted effect of over 55% in size
#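 Using stably transfected HEK293 (constitutively active GLP-1R, cAMP-luciferase reporter), compounds were incubated 24 hr and luciferase measured by luminescence.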
# GLP-1R agonist – activates the human GLP-1 receptor; P43220; HEK293 GLP-1R CRE-luciferase, luminescence, 4-6 h; cells express a hypersensitive GLP-1R form; Potency, µM (titrated, usually from 45.6 µM), inactives show at the highest dose activation, actives largely listed as activators; 380,000 tested, 0.007% active; AID 624172; further: potency means the concentration at half of the fitted maximal effect; % of control where 0% means no effect
# D3 ag – agonists of human D3 dopamine receptor | 410,000 tested, 0.58% active | D3R DiscoveRx beta-arrestin cells, luminescence, 90 min | P35462 | max activation, %; in the data active means max activation above about 30%; further: 0% is about no effect; mostly tested at two doses, the higher about 12 µM
#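 Agonist-mode cell screen: cells plated at 1500/well and incubated overnight at 37 °C, then exposed to library compounds for 90 min at 37 °C. Detection reagent was added for 30–60 min at room temperature, and luminescence was read.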
# IL2 activator – activators of IL-2 | IL-2 activation reporter assay, cell-based qHTS; stimulated with anti-CD3/CD4/CD28 beads; in transgenic mouse T cells | activation, % (series mostly up to about 46 µM) | 360,000 tested, 0.065% active; in the data active means activation above about 50%; inconclusive means mostly about 30% to 49%; further: 0% is about no effect
#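 Readout: EGFP and DsRed signals by fluorescent plate cytometry. Unstimulated transgenic mouse T cells received compound 60 min before antibody-bead stimulation, then incubated 18 h at 37 degrees C.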
# WRN inhibitor – WRN helicase (human) inhibition. WRN helicase unwinding, fluorescent forked duplex, kinetic. Potency, µM (doses to about 114 µM), for the others: at the top dose activity change, negative = inhibition, hits mostly inhibitors. 360,000 tested, 0.46% active. AID 651768; further: potency means the concentration at half of the fitted maximal effect; on the % scale 0 is the no-effect control and ±100 the full control effect; nearly all actives have a fitted effect of over 55% in size
#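 Enzyme (20 nM final) and test compound sit together 15 min at room temperature before substrate addition. Substrate is a single-forked duplex oligonucleotide (100 nM) labelled with fluorophore and quencher, with 2 mM ATP; helicase unwinding raises red fluorescence, read kinetically.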
# PLK1 PBD block – PLK1 (human) polo-box domain binding inhibition. P53350. Potency, µM, without a hit: max response, negative = inhibition, hits mostly inhibitors. AID 720504. Plk1 PBD binding of FITC phosphopeptide, fluorescence polarization. 360,000 tested, 2.8% active; further: potency means the concentration at half of the fitted maximal effect; series mostly up to about 57 µM; on the % scale 0 is the no-effect control and ±100 the full control effect; nearly all actives have a fitted effect of over 65% in size
# Target sequence (P53350 whole entry, looked up, the tested form may be a part): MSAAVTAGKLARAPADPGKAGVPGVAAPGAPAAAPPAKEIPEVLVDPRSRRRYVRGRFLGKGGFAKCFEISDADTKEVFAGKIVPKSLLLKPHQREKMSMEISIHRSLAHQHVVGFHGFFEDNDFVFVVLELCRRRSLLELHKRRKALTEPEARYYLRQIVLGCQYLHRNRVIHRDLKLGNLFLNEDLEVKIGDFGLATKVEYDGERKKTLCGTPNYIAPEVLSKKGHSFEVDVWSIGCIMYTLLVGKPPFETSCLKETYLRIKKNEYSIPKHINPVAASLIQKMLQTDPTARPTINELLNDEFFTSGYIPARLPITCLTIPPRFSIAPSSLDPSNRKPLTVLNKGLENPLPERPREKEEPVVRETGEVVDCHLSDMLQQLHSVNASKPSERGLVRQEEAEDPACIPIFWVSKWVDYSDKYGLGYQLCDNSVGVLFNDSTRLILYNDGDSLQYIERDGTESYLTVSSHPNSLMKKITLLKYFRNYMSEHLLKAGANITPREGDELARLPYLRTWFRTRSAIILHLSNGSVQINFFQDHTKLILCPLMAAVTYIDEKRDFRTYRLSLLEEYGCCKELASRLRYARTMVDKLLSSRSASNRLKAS
# * hit, by the source's call; ? = inconclusive; nt = not tested or not shown; [ ] = remark or other dose. Unless noted, the call rests on the fitted dose curve; in most records, active means well fitted curve in the direction sought with a large enough effect; inconclusive means small, poorly fitted or top-dose-only effect, or another doubt; inactive means no such curve, though single readings can be large; an effect the other way counts as inactive or inconclusive.
SMILES,PI5P4K alpha inh,HEK293 tox,DRD3 antagonist,GLP1R inv ag,GLP-1R agonist,D3 ag,IL2 activator,WRN inhibitor,PLK1 PBD block
COc1ccc(NC(=O)c2cc(-c3cc(OC)c(OC)c(OC)c3)nc3ccccc23)c(OC)c1,2,?,42,?,9%,10,-0.9,2%,-17%
CCc1nnc(NC(=O)CN2C(=O)c3ccccc3C2=O)s1,nt,7%,15,9%,0%,0,-1.3,-7%,3%
CCOC(=O)c1cc(-c2ccc(C)cc2)n(CCC(=O)NCCc2ccc(C)cc2)c1C,nt,-6%,nt,2%,-1%,3,nt,nt,nt
O=C(Nc1ccc2c(c1)OCO2)c1ccc([N+](=O)[O-])cc1[N+](=O)[O-],-14,-19%,8,-9%,6%,-3,-2.8,2%,-4%
O=C(O)CCCC(=O)Nc1ccc(-n2ccc(C(F)(F)F)n2)cc1,-2,-7%,17,4%,0%,6,-0.2,0%,3%
CCn1c(NCc2cc(Cl)ccc2O)nc2ccccc21,-1,-12%,0,?,-2%,-4,-0.3,-16%,-16%
O=C(NC1CCCCCC1)c1cc2c(=O)n3ccccc3nc2s1,-6,4%,-1,30%[activator],19%,19,-2.2,-6%,-5%
Cc1nc(C)n(CC(C)C(=O)N2CCN(S(=O)(=O)c3ccc(Cl)cc3)CC2)n1 (centres undefined),-1,9%,-17,-1%,3%,-3,0.9,-7%,-19%
O=C(C[C@@H]1C/C=C\C[C@H](NC(=O)OCC2c3ccccc3-c3ccccc32)C(=O)OC[C@@H]2CCCN2C1=O)N[C@H](CO)Cc1ccccc1,0,5%,6,13%,4%,13,0.4,10%,5%
COc1cccc(OCCOc2c(OC)cccc2OC)c1,6,0%,5,?,12%,-7,-3.1,-10%[57.1 µM],-4%
O=C(NC(NC(=S)Nc1ccccc1)C(Cl)(Cl)Cl)c1cccc(Cl)c1 (centres undefined),nt,?,?,7.9µM*,-15%,-25,-1.4,-19%,-24%
Cc1ccc(C(=O)NCCNc2nc3cc(C)c(C)cc3cc2C)cc1,22,34%[activator],18,35%[activator],8%,1,-1.9,-14%,4%
C=CCn1c(CCNC(=O)c2ccco2)nc2ccccc21,3,10%,-74*,11%,1%,-27,-2.3,14%,-9%
CCC(=O)Nc1nnc(S(=O)(=O)N(CC(C)C)c2ccccc2)s1,3,13%,-19,-8%,3%,-24,0.9,8%,-9%
COc1cc(/C=N/N2C(=O)CSC2=S)ccc1O,-51*,-13%,-21,1%,1%,1,2.5,?,-18%
COc1ccc(C)cc1-n1nnnc1SCc1cn2ccsc2n1,8,-15%,-10,-28%,16%,8,-0.3,-11%,-4%
Cc1cc(C)n(C(=O)CN2C(=O)COc3ccccc32)n1,nt,6%,7,0%,-4%,1,2.6,0%,0%
O=C(NCCCn1ccnc1)c1nc(Cn2ccc([N+](=O)[O-])n2)no1,-5,-3%,-9,-16%,5%,-2,0.1,3%,-8%
CCN(C(=O)COC(=O)c1c(NC(C)=O)sc(C)c1C)C1CCS(=O)(=O)C1 (centres undefined),-9,5%,-24,17%,0%,-1,-2.7,-6%,-6%
CCCSc1nnc(Nc2ccccc2C)s1,-7,-3%,8,?,21%,-5,-1.8,-7%,-13%
COc1ccc(-c2c(-c3ccsc3)oc(=O)c3cc(OC)c(OC)cc23)cn1,4,-23%,15,-7%,4%,9,-1.7,-6%,-4%
COC(=O)C1=C(C)N(Cc2ccc(C)cc2)C(=O)C1,nt,5%,14,0%,1%,3,0.6,10%,0%
CCc1ccc(C(=O)NNC(=O)Cn2c(=O)cnc3ccccc32)cc1,3,-5%,21,-1%,-7%,0,2.2,7%,-9%
COc1ccc(-n2c(=S)[nH]c3cc(C(=O)NCCCN4CCOCC4)ccc3c2=O)c(OC)c1,-6,-1%[7.66 µM],3,23%[7.66 µM],0%,0,0.6,6%,6%
CC(=O)Nc1sc(N/N=C\c2ccccc2)nc1-c1cccs1,-29,6%,-18,-19%,3%,1,-7.0,-35%[57.1 µM],?
# Remaining list, next part
SMILES,PI5P4K alpha inh,HEK293 tox,DRD3 antagonist,GLP1R inv ag,GLP-1R agonist,D3 ag,IL2 activator,WRN inhibitor,PLK1 PBD block
CC(NCc1ccc(OCC(N)=O)cc1)C12CC3CC(CC(C3)C1)C2 (centres undefined),0,-24%,15,?,-6%,-4,-0.5,-6%,-2%
C/C(=C\C(=O)Nc1nccs1)c1ccccc1,nt,0%,19,4%,0%,-6,-0.1,1%,-17%
Cc1nn(CCC(N)=O)c2nc(-c3cccs3)cc(C(F)(F)F)c12,1,6%,0,-19%,14%,-11,-0.5,1%,-17%
N#Cc1c(Nc2ccccc2C(F)(F)F)s[nH]c1=O,?,5%,?,23%,5%,-11,-1.5,-15%,27µM*
O=C(CCN1C(=O)/C(=C\c2ccccc2F)SC1=S)N1CCCCC1,0,-6%,13,-2%,-2%,8,-3.7,2%,-5%
CCOc1ccc(OCC)c(NS(=O)(=O)c2ccc3[nH]c(=O)ccc3c2)c1,nt,11%,nt,36%[activator],4%,-7,nt,nt,nt
Cc1cc(N2CCCC2)ccc1/C=C1\NC(=S)N(C)C1=O,-11,-2%,0,0%,12%,-17,9.2,?,48%[activator]
CN(CC(=O)NC1CC(C)(C)NC(C)(C)C1)S(=O)(=O)c1cc(Cl)ccc1Cl,-1,-2%,7,-16%,9%,8,-0.2,1%,1%
COCCNc1nc(C)cc(-c2cc(C(=O)NC3CCCC3)on2)n1,-1,4%,3,9%,-3%,-10,0.7,7%,-8%
Cc1ccc2c(c1)C(c1ccncc1)=NNC(c1ccccc1)=N2,-29,17%,4,5%,8%,6,-2.2,-2%,21µM*
CS(=O)(=O)N(CC(=O)N1CCN(c2ccccc2)CC1)c1cccc(Br)c1,nt,-14%,7,?,0%,2,-1.3,7%,2%
COC(=O)c1cc(S(=O)(=O)NCCc2ccc(SC)cc2)c[nH]1,0,-2%,10,?,-3%,1,-1.7,3%,-3%
N=c1oc2ccc3ccccc3c2cc1-c1nnc2n1CCCCC2,nt,253%[activator],2,0%,15%,-2,-1.5,4%[57.1 µM],-2%
O=C(NNC(=O)c1cc2cc3ccccc3nc2s1)c1cccc(C(F)(F)F)c1,-25,-8%,8,8%,-27%,5,0.3,-35%,-20%
O=C(CSc1nc2c([nH]c3ccccc32)c(=O)n1-c1ccc(F)cc1)N1CCCCCC1,nt,1%,nt,9%,1%,33*,nt,nt,nt
CCN(CC)c1ccc(C(=O)NNC(=O)c2ccc3c(=O)n4c(nc3c2)CCC4)cc1,-25,-3%,-11,2%,-7%,0,1.2,-8%[11.6 µM],-6%
CC(=O)Nc1cccc(-c2cc(NC=O)c3ncc(-c4ccc(C(C)=O)cc4)n3c2)c1,-51*,-19%,88,-11%,11%,11,-0.2,-21%,-8%
N/C(=N\OC(=O)COc1ccccc1)c1ccncc1,-1,1%,2,5%,20%,1,-0.2,1%,-5%
CC(C)C(c1nnnn1CC1CCCO1)N1CCN(C2CCCC2)CC1 (centres undefined),3,2%,-18,9%,-17%,-20,0.1,-4%,-3%
COc1cccc(-c2csc(N3CCN(C(=S)Nc4cccc(C)c4)CC3)n2)c1,2,1%,6,?,-4%,2,-1.0,-3%,-8%
CCN1CCCC1Cn1cnc2c([nH]c3ccc(C)cc32)c1=O (centres undefined),1,-11%,-12,?,0%,-5,-0.3,-1%,-12%
O=C(COc1ccccc1)NCc1nnc2c3ccccc3c(-c3ccccc3)nn12,-27,-14%,-4,11%,?,1,-3.0,-4%,-8%
CCOc1ccccc1N1CCN(CC(=O)N(C2CCCC2)C2CCS(=O)(=O)C2)CC1 (centres undefined),-6,4%,-27,7%,3%,-11,1.1,9%,-11%

# Compounds from the list above that contain a CF3 group, in the order listed:
SMILES,PI5P4K alpha inh,HEK293 tox,DRD3 antagonist,GLP1R inv ag,GLP-1R agonist,D3 ag,IL2 activator,WRN inhibitor,PLK1 PBD block
O=C(O)CCCC(=O)Nc1ccc(-n2ccc(C(F)(F)F)n2)cc1,-2,-7%,17,4%,0%,6,-0.2,0%,3%
Cc1nn(CCC(N)=O)c2nc(-c3cccs3)cc(C(F)(F)F)c12,1,6%,0,-19%,14%,-11,-0.5,1%,-17%
N#Cc1c(Nc2ccccc2C(F)(F)F)s[nH]c1=O,?,5%,?,23%,5%,-11,-1.5,-15%,27µM*
O=C(NNC(=O)c1cc2cc3ccccc3nc2s1)c1cccc(C(F)(F)F)c1,-25,-8%,8,8%,-27%,5,0.3,-35%,-20%

# An excerpt of these results, with two lines to a compound.
# Below each compound: PI5P4K alpha inh, HEK293 tox, DRD3 antagonist, GLP1R inv ag, GLP-1R agonist, D3 ag, IL2 activator, WRN inhibitor, PLK1 PBD block
CN(CC(=O)NC1CC(C)(C)NC(C)(C)C1)S(=O)(=O)c1cc(Cl)ccc1Cl
→ -1, -2%, 7, -16%, 9%, 8, -0.2, 1%, 1%
O=C(NNC(=O)c1cc2cc3ccccc3nc2s1)c1cccc(C(F)(F)F)c1
→ -25, -8%, 8, 8%, -27%, 5, 0.3, -35%, -20%

# Rewritten with bars between the fields: part of the list above
smiles | PI5P4K alpha inh | HEK293 tox | DRD3 antagonist | GLP1R inv ag | GLP-1R agonist | D3 ag | IL2 activator | WRN inhibitor | PLK1 PBD block
COCCNc1nc(C)cc(-c2cc(C(=O)NC3CCCC3)on2)n1 | -1 | 4% | 3 | 9% | -3% | -10 | 0.7 | 7% | -8%
Cc1ccc2c(c1)C(c1ccncc1)=NNC(c1ccccc1)=N2 | -29 | 17% | 4 | 5% | 8% | 6 | -2.2 | -2% | 21µM*

# Profiles, looked up by structure. Order of values: PI5P4K alpha inh	HEK293 tox	DRD3 antagonist	GLP1R inv ag	GLP-1R agonist	D3 ag	IL2 activator	WRN inhibitor	PLK1 PBD block
# CCN1CCCC1Cn1cnc2c([nH]c3ccc(C)cc32)c1=O (centres undefined) is listed as 1	-11%	-12	?	0%	-5	-0.3	-1%	-12%
# O=C(NNC(=O)c1cc2cc3ccccc3nc2s1)c1cccc(C(F)(F)F)c1 is listed as -25	-8%	8	8%	-27%	5	0.3	-35%	-20%
# CC(=O)Nc1cccc(-c2cc(NC=O)c3ncc(-c4ccc(C(C)=O)cc4)n3c2)c1 is listed as -51*	-19%	88	-11%	11%	11	-0.2	-21%	-8%

# Screening results (PubChem)
